Screening results (PubChem)
Glioma ERSR ind = ER stress response induction in glioma | Potency, µM, for inactives: top-dose activation, usual class: activators | U87-MG GRP78 promoter luciferase reporter, 16 h | 420,000 tested, 0.02% active; also: potency is read from the fitted curve at half-maximal effect; series mostly up to about 76 µM; % of control where 0% means no effect; nearly all actives have a fitted effect of over 35% in size
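Stably transfected U87-MG human glioma cells carrying a GRP78-based luminescent sensor were seeded at 1000 cells/well, pin-dosed with compounds and incubated 16 h. Luciferase reagent was then added, and end-point luminescence was read after 10 min at room temperature.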
ALOX12 inh = inhibitors of human 12S-lipoxygenase ALOX12; P18054; purified 12hLO, xylenol orange hydroperoxide absorbance; Potency, µM (highest dose often 108 µM), without a hit: at the highest dose activity change, negative = inhibition, usual class: inhibitors; 580,000 tested, 1.1% active; also: potency is read from the fitted curve at half-maximal effect; % is scaled to controls: 0 for no effect and ±100 for the full control effect
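Purified human 12hLO (150 nM final) in 25 mM Hepes, 0.01% Triton X-100, pH 7.0 was preincubated 15 min at room temperature with compound. Then 40 uM arachidonic acid was added, 30 min. Hydroperoxide was read by Fe-XO absorbance ratio 573/405 nm.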
RGS4 inhibitor = blocks human RGS4-accelerated GTP hydrolysis | Potency, µM (highest dose often 114 µM), for inactives: top-dose activity change, negative = inhibition, hits mostly inhibitors | P49798 | 390,000 tested, 0.039% active | Transcreener GDP fluorescence polarization, RGS4-accelerated GTP hydrolysis; also: potency is read from the fitted curve at half-maximal effect; % is scaled to controls: 0 for no effect and ±100 for the full control effect; nearly all actives have a fitted effect of over 75% in size; some results filed as inactive show a strong effect at the top dose
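MLSMR compounds (23 nl, pin-transferred) preincubated 10 min at room temperature with a 500nM (2x) first reagent, then RGS4 at 900nM (2x) plus Transcreener GDP mix added; fluorescence polarization (620/688 nm) read before and after 90 min at 30 °C.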
D2 antagonist = D2 dopamine receptor (human) antagonism | P14416 | HEK293 TREx D2 cells, calcium flux, dopamine EC80 | inhibition, % at 10 µM | 340,000 tested, 2% active; in the data active = inhibition above about 30%; also: 0% is about no effect
Target sequence (P14416 whole entry, looked up): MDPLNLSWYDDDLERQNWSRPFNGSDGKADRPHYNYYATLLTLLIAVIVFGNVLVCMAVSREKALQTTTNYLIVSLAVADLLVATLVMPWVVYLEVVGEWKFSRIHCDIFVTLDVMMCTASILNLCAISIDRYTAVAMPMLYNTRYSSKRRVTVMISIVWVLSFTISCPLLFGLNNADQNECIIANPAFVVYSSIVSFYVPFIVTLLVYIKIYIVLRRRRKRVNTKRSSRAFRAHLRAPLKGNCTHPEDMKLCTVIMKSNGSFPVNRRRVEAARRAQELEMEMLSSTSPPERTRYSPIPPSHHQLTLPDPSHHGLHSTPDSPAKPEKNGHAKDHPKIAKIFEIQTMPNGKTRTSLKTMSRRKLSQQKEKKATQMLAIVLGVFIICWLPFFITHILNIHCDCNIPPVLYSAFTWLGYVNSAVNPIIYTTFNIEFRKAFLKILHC
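Read-out: kinetic calcium fluorescence (1 cycle/s) in inducible HEK293 T-REx D2 cells after an EC80 dopamine addition that followed 180 s compound preincubation. Loss of the dopamine response indicates antagonism.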
Vif-A3F inh = Vif-A3F binding inhibition; AID 602313; HeLa A3F-eYFP + Vif (tagged APOBEC3F with the HIV-1 protein that degrades it), YFP fluorescence increase; 390,000 tested, 0.2% active; Potency, µM (highest dose often 46.1 µM), for the others: top-dose activity, negative = active; also: potency is read from the fitted curve at half-maximal effect; % of control where 0% means no effect; nearly all actives have a fitted effect of over 65% in size
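HeLa cells stably expressing Vif plus C-terminally eYFP-tagged A3F were seeded, incubated overnight at 37 deg C, dosed with compound, incubated overnight again at 37 deg C. Yellow fluorescence (Ex 488/Em 500-530) reported blocked Vif-mediated A3F-eYFP degradation.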
D2 agonist = agonists of human D2 dopamine receptor. P14416. HEK293 T-REx D2 cells, calcium flux agonist mode. activation, % at 2 µM. 340,000 tested, 0.53% active;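 active = activation over 3 SD above normal in the single-dose calcium agonist read, cut at about 30% in these data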; also: 0% is about no effect
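Tetracycline-induced HEK293 T-REx cells with force-coupled D2 receptor, plated overnight at 30 C, loaded with no-wash calcium dye. After a 10 s baseline, compound was pin-added and calcium flux read kinetically for 180 s; calcium rises flagged agonists.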
ERG-DNA inh = blocks human ERG Ets domain binding to DNA | P11308 | fluorescence polarization, His-ERG Ets domain / labelled DNA | 370,000 tested, 0.028% active | Potency, µM (titrated, usually from 76.9 µM), inactives show at the highest dose FP activity, negative = inhibition, usual class: inhibitors; active = well fitted inhibition curve with a large enough effect in the polarisation, with a control signal flat; inconclusive = small, poorly fitted or top-dose-only effect, or effect the other way, or a change in a side signal; inactive = no such curve, though single readings can be large or run the other way; the % refers to the polarisation;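 also: polarization taken with two DNA probes labelled with fluorescein and Texas red; potency is read from the fitted curve at half-maximal effect; % of control where 0% means no effect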
Target sequence (P11308 whole entry, looked up, the tested form may be a part): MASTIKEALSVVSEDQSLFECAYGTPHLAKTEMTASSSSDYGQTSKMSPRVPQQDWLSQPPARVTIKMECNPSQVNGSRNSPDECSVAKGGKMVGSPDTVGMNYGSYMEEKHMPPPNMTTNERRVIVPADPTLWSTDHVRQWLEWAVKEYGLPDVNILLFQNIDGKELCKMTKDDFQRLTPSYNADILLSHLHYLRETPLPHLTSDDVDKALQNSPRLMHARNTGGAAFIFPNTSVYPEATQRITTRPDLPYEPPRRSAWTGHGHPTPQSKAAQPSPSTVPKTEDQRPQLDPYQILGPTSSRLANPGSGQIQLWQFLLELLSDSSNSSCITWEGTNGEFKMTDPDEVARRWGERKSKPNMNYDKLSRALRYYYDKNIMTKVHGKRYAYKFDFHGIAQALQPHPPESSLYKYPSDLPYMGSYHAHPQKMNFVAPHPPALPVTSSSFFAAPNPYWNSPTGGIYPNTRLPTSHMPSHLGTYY
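His-tagged ERG Ets domain (1 uM in the protein solution; 300mM KCl, 50mM Tris-HCl, 1mM EDTA, 1mM DTT, pH 7.5) received compound, then a probe mix of 5 nM fluorescein-DNA and 100nM Texas-615-DNA. Fluorescence polarization was read for both dyes.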
Vif-APOBEC3G blk = inhibitors of Vif-APOBEC3G interaction | Q9HC16 | AID 602310 | HeLa A3G-eYFP + Vif (tagged APOBEC3G with the HIV-1 protein that degrades it), YFP fluorescence, overnight | Potency, µM (doses to about 46.1 µM), for inactives: at the top dose activity, negative = active, actives largely listed as inhibitors | 410,000 tested, 0.076% active;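 also: potency is read from the fitted curve at half-maximal effect; % is scaled to controls: 0 for no effect and ±100 for the full control effect; nearly all actives have a fitted effect of over 60% in size; hits raise eYFP signal because A3G escapes Vif-driven loss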
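HeLa cells stably expressing Vif and C-terminally eYFP-tagged A3G, seeded overnight at 37 deg C, then exposed to compound by pintool overnight at 37 deg C. Rise in yellow fluorescence (Ex 488/Em 500-530, Acumen) marks blocked Vif-driven A3G degradation.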
LDHA inh = LDHA (human) enzyme inhibition | purified LDHA, NADH/diaphorase-resazurin fluorescence; stronger effect = lower value | P00338 | AID 1347041 | activity change, % (values are at about 110 or 230 µM) | 480,000 tested, 0.15% active; in the data active = activity change below about -30%; inconclusive = mostly about -25% to -30%;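 also: plate controls were DMSO wells for no effect and wells without enzyme for full effect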
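Resorufin fluorescence (ex540/em590), read at 0 and 20 min after diaphorase/resazurin addition, reports the NADH left after a 5 min room-temperature reaction of 2 nM human LDH5 with 0.06 mM NADH and 0.2 mM pyruvate.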
Active calls of the source: *; ? = inconclusive; nt = no result given; & = joins results of further samples; [ ] = another dose, or the depositor's remark. Unless noted, calls follow the shape of the dose curve; as a rule, active = well fitted curve in the direction sought with a large enough effect; inconclusive = small, poorly fitted or top-dose-only effect, or another doubt; inactive = no such curve, though single readings can be large; an effect the other way counts as inactive or inconclusive.

SMILES	Glioma ERSR ind	ALOX12 inh	RGS4 inhibitor	D2 antagonist	Vif-A3F inh	D2 agonist	ERG-DNA inh	Vif-APOBEC3G blk	LDHA inh
O=C(Nc1ccc(Br)c2cccnc12)c1ccc(Cn2cc([N+](=O)[O-])cn2)o1	-1.2%	15.8µM*	-40.1%	9.9	-8.6%	2.1	-0.9%	-1.4%	1.3
COc1ccc(/C=C2/C(=O)ON=C2C)cc1Cl	-2.5%	7.94µM*	-87.5%[56.9 µM]	nt	3.0%	nt	16.8%	-11.6%	-3.2
Cc1ccc(/C=N\NC(=O)c2csnn2)cc1	-11.7%	0.0%	-24.9%[11.4 µM]	-17.4	8.2%	0.5	-1.4%	-0.4%	-2.2
CC1SC(c2cccc(Cl)c2)NC1=O (configuration not stated)	-3.1%	-2.2%	-26.5%	7.7	-15.7%	-0.3	5.5%	0.3%	-6.7
Cc1cccc(C)c1NC(=O)C(C)N1CCCCC1 (configuration not stated)	2.0%	172.4%[activator]	3.9%	-10.0	-5.1%	0.1	3.3%	2.4%	-9.3
N=C1S/C(=C\c2ccccc2F)C(=O)N1c1ccc(F)cc1	-2.1%	-1.0%	-16.1%	-3.9	4.0%	0.1	-7.3%	0.3%	-1.5
CCOC(=O)c1cc(-c2ccccc2)n(CC(=O)Nc2ccc(CC)cc2)c1C	-2.7%	-15.2%	-1.1%	nt	-21.9%	0.4	-2.3%	2.8%	-6.8
COc1ccc(Nc2nc(-c3ccc(OC)cc3)c(CCC(=O)O)s2)cc1	4.2%	?	1.9%	-3.4	-7.6%	-1.2	3.8%	-8.8%	1.2&-9.4
COc1ccccc1/C=C/c1nc2ccc(OC(C)=O)cc2c(=O)o1	-0.2%	-3.6%	8.9%	-5.5	-1.6%	1.6	4.9%	-2.4%	-13.4
O=C(c1ccc(N2CCN(S(=O)(=O)c3ccccc3)CC2)c([N+](=O)[O-])c1)N1CCOCC1	-4.7%	2.7%	-15.4%	-2.4	-13.8%	0.4	2.6%	0.0%	-2.8
c1ccc(CSc2nc3ccccc3[nH]2)cc1	0.9%	-13.1%	-13.6%	-6.2	-4.0%	-0.9	0.1%	2.4%	0.7
CC(NC(=O)CN1CCCC1)c1ccccc1 (configuration not stated)	-2.3%	-5.1%	-9.2%	0.9	6.1%	2.0	-3.2%	1.5%	-8.2
COc1ccc(-n2nc(C(=O)NCC(=O)Nc3cc(OC)ccc3OC)c3ccccc3c2=O)cc1	-3.9%	-3.4%	-20.5%	-11.8	-3.9%	-1.0	?	-3.5%	-1.7
O=C(Nc1ccc(C2CC2(Cl)Cl)cc1)c1cccc([N+](=O)[O-])c1 (configuration not stated)	-2.5%	?	-5.0%	14.9	-2.7%	0.7	12.1%	-4.6%	-1.4
CC(=O)c1ccc(OC(=O)C2CC(=O)N(c3cccc(C)c3)C2)cc1 (configuration not stated)	-5.1%	-6.5%	6.1%	2.0	8.0%	0.1	1.6%	-0.4%	-6.4
CCc1ccc(NC(=O)CSc2nc3c(oc4ccccc43)c(=O)n2-c2cccc(C)c2)cc1	-0.7%	0.0%	-14.2%	nt	-7.8%	0.6	10.3%	-5.1%	-1.9
COc1cc(C2NC(=O)N(C)C(C)=C2C(=O)OCc2ccccc2)cc(Br)c1O (configuration not stated)	3.0%	?	38.7%	2.1	-3.4%	0.7	3.5%	-4.1%	-7.2
COC(=O)c1cc(S(=O)(=O)N2CCC(C)CC2)cn1C	-4.3%	-19.0%	-18.2%	-0.9	0.9%	0.0	-4.3%	-0.6%	-1.2
CN(C)c1ccc(S(=O)(=O)NCC(=O)N2CCN(S(=O)(=O)c3cccc(F)c3)CC2)cc1[N+](=O)[O-]	-0.6%	-3.4%	-4.7%	nt	2.2%	nt	nt	0.9%	-8.7
NCCCCCC(=O)N/N=C/c1coc2ccccc2c1=O	-4.6%	0.0%	-21.3%	-3.2	14.4%	0.8	-6.7%	0.0%	-8.7
NNC(=O)c1cc(-c2cccs2)nc2ccccc12	0.8%	-11.7%	0.6%	5.3	-5.9%	1.7	-2.3%	?	-0.4
COc1ccc2c(c1)c(=O)c(S(=O)(=O)c1ccc(F)cc1)cn2CC(=O)Nc1ccc(C)cc1C	-1.3%	-17.4%	19.9%	nt	-6.9%	0.2	4.8%	1.5%	-7.1
Cc1ccc(NC(=O)CCCCCCCCCCC2COCCO2)c(C)c1 (configuration not stated)	-5.5%	2.8%	-7.0%	4.5	4.1%	-1.2	nt	-1.9%	-9.6
CC(=O)Nc1ccc(Nc2nc(Nc3ccc(Cl)cc3)nc(N3CCOCC3)n2)cc1	-2.8%	nt	-2.4%	nt	nt	nt	nt	1.4%	-4.0
CCOc1ccccc1NC(=O)c1ccc(NC(=O)C2CCCO2)cc1 (configuration not stated)	-1.3%	-0.2%	22.0%	9.1	12.7%	0.7	2.1%	-0.8%	-7.5
Following part:
SMILES	Glioma ERSR ind	ALOX12 inh	RGS4 inhibitor	D2 antagonist	Vif-A3F inh	D2 agonist	ERG-DNA inh	Vif-APOBEC3G blk	LDHA inh
Cc1ccc(C)c(NC(=O)CSc2ccc(-c3ccco3)nn2)c1	-0.9%	?	-11.2%	-7.6	-9.9%	-2.0	16.2%	-9.3%	-1.9
COc1ccc(S(=O)(=O)NNC(=O)C2Cc3c(ccc4ccccc34)O2)cc1 (configuration not stated)	-3.9%	15.4%	-30.0%	nt	3.0%	nt	7.1%	0.8%	-4.2
COc1cc2ncnc(NCc3ccc4c(c3)OCO4)c2cc1OC	-2.6%	6.0%	-14.9%	0.2	?	0.5	-5.7%	-4.6%	-4.3
COc1cc(C(=O)Nc2cc(C)ccc2OCc2cc(=O)n3c(C)csc3n2)cc(OC)c1OC	0.2%	-10.6%	-2.2%	nt	0.3%	0.9	-12.9%	1.3%	-5.3
O=C(Nc1ccccn1)c1ccc(Br)c(S(=O)(=O)N2CCCCC2)c1	-5.1%	10.0%	8.3%	-1.0	-9.1%	-0.8	-0.9%	-0.4%	-6.3
Cc1ccc(S(=O)(=O)NCCCN2CCOCC2)c(C)c1	-3.3%	0.0%	-7.3%	-9.6	-7.8%	0.8	-0.9%	-0.3%	-2.7
COc1ccc(NC(=O)C2=CC(c3ccco3)=NS(=O)(=O)N2C)cc1	2.8%&-2.7%	116.8%&-17.4%[activator]	5.3%&15.8%	-21.9	1.3%&1.2%	-0.4&5.4	-4.9%&1.9%	-11.5%&-1.1%	-0.3&-2.7
CCC(=O)N1CCN(c2ccc(Cl)cc2NC(=O)Cc2ccccc2)CC1	?	7.3%	-3.4%	18.6	-11.8%	1.3	-8.8%	-0.9%	-5.6
N/C(=N\OC(=O)c1ccccc1Cl)c1ccncc1	-0.8%	1.3%	12.0%	11.7	-7.6%	-0.6	22.8%	-8.3%	-1.9
CC1=CC2=NC(=O)C(c3ccccc3)C(=O)N2C=C1 (configuration not stated)	0.8%	-20.4%	1.2%	nt	-0.8%	nt	-3.9%	-0.1%	-9.8
CCOC(=O)CSCc1csc(CC(=O)Nc2ccccc2C)n1	1.4%	13.4%	-14.4%	nt	0.1%	nt	0.9%	-6.2%	-0.6
O=C(COC(=O)/C=C/c1ccc(S(=O)(=O)N2CCOCC2)cc1)NC1CCCCCCC1	0.1%	-4.8%	24.0%	0.5	1.8%	-0.7	-4.6%	0.0%	-4.2
O=C(Nc1ccc(Nc2ccccc2)cc1)c1ccc(Cl)cc1Cl	-9.0%	115.5%[activator]	-10.7%	nt	-4.7%	nt	0.8%	-0.5%	1.5
CCOc1ccc(NC(=O)C(CC)n2nc(-c3ccc(C)c(C)c3)ccc2=O)cc1 (configuration not stated)	-3.4%	-22.8%	-14.4%	nt	5.7%	0.3	-1.0%	-2.6%	1.5
CC1CCCC(NC(=O)c2n[nH]c(=O)c3ccccc23)C1C (configuration not stated)	3.3%	0.0%[57.4 µM]	-2.7%	2.5	-5.2%	-0.1	-8.6%	-3.0%	-6.5
CCCN(CCC)C(=O)Cn1c(=O)n(-c2ccc(Cl)c(Cl)c2)c(=O)c2c(C)c(C(=O)N(C)C)sc21	-4.9%	?	26.7%	nt	-8.1%	0.2	1.5%	4.4%	-6.3
Cc1ccn2c(=O)nc(SCC(=O)c3ccc(Cl)cc3)nc2c1	1.2%	?	-9.7%	-4.4	-18.0%	-0.3	-5.5%	-6.1%	-2.2
CC(=O)c1ccccc1NC(=O)COC(=O)CN1C(=O)C2CCCCC2C1=O (configuration not stated)	-3.0%	3.2%	-3.1%	-14.0	1.4%	0.0	-2.6%	0.1%	1.9
CCOc1ccccc1NC(=O)Cn1nnc2sc3c(c2c1=O)CCC(C(C)(C)C)C3 (configuration not stated)	nt	-11.0%	-5.0%	nt	nt	-0.3	?	nt	1.1
CCc1cc2c(COC(=O)c3cccc(NS(C)(=O)=O)c3)cc(=O)oc2cc1O	-7.8%	-14.6%	-22.1%	nt	-9.5%	nt	4.8%	-3.7%	-4.3
CCOC(=O)c1[nH]c2ccccc2c1NC(=O)CN1CCCCC1	-4.1%	0.0%	6.6%	12.4	3.1%	0.1	8.6%	-0.5%	-1.8
CCOc1ccc(NC(=O)CN(C)C(=O)CN2C(=O)c3ccc([N+](=O)[O-])cc3C2=O)cc1OCC	-4.9%	-25.2%	-4.1%	-20.0	-1.8%	-0.9	-2.0%	-0.1%	-2.2

Some of the compounds tested. The share of hits here may be higher or lower than overall.
